AGP1 TOR yeast: modulators of TOR pathway AGP1-GFP in S. cerevisiae. S. cerevisiae AGP1-GFP multiplex flow cytometry, 3 h; GFP as percent of DMSO wells. GFP response vs DMSO, % at 10 µM. hit rate 0.02% among 320,000;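 active = GFP response relative to DMSO above a set limit, near screen average plus 3 SD, cut at about 150% in these data; inconclusive = fewer than 70 cells counted for the yeast strain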;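 note: median GFP channel fluorescence of the gated AGP1 strain per well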
MEP2-GFP yeast: yeast TOR pathway MEP2-GFP modulation; hit rate 0.51% among 330,000; S. cerevisiae MEP2-GFP strain, flow cytometry GFP, 3 h; 100% = DMSO control level; GFP response vs DMSO, % at 10 µM;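 active = GFP response versus DMSO above a set limit, roughly screen mean plus 3 SD, cut at about 180% in these data; inconclusive = fewer than 70 cells counted for a yeast strain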;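 note: median GFP fluorescence of the barcode-gated MEP2-GFP cells per well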
GRK2 inh: human GRK2 inhibition via aptamer displacement; bead flow cytometry, FAM-aptamer displacement from GRK2; hit rate 0.59% among 330,000; AID 488847; inhibition of aptamer binding, % at 10 µM; P25098;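 active = inhibition of aptamer binding above 40%, roughly 3 SD of noise, on plates passing a quality check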;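 note: median bead fluorescence of bound FAM aptamer so fluorescent compounds give negative values; no value below 0 was filed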
LAP4-GFP MLPCN: alters LAP4-GFP fluorescence in TOR pathway yeast screen; GFP response vs DMSO, % at 10 µM; S. cerevisiae LAP4-GFP multiplex, flow cytometry GFP, 3 h; median GFP as percent of DMSO wells; hit rate 0.34% among 320,000;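 active = GFP response vs DMSO above a set limit, about the screen mean plus 3 SD, cut at about 150% in these data; inconclusive = under 70 cell events counted for the yeast strain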
CR mimetic SO: yeast age-related superoxide inhibition as caloric restriction mimetic. S. cerevisiae aged cells, superoxide DHE fluorescence; hits give low values. superoxide response (% of plate mean), % at 10 µM. hit rate 0.18% among 330,000. AID 2690;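 active = superoxide response under a set limit, about three screen SD below normal, cut at about 65% in these data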;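 note: yeast aged for seven days with compound at 30 °C before DHE staining; 100% = average MFI of all compound-treated wells on the plate with controls excluded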
CIT2-GFP yeast: yeast TOR pathway CIT2-GFP modulation. GFP response vs DMSO, % at 10 µM. S. cerevisiae CIT2-GFP strain, flow cytometry, 3 h; 100 means same as DMSO wells. hit rate 0.065% among 320,000. AID 2029;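 active = GFP response relative to DMSO above a set limit, near the screen mean plus 3 SD, cut at about 150% in these data; inconclusive = Fewer than 70 cells measured for a yeast strain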;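 note: ratio of well median GFP fluorescence to mean of DMSO wells on the plate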
RPL19A-GFP yeast: yeast TOR pathway RPL19A-GFP modulation | hit rate 0.3% among 330,000 | S. cerevisiae RPL19A-GFP strain, flow cytometry, 3 h; hits give low values | percent response vs DMSO, % at 10 µM | AID 2025;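 active = percent response vs DMSO below 50%; inconclusive = fewer than 70 events counted for the yeast strain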;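 note: median channel GFP fluorescence of the barcoded RPL19A-GFP strain; ratio of sample median GFP to plate DMSO average so 100% = DMSO; lower means less RPL19A-GFP as with rapamycin TOR inhibition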
VLA-4 inh: inhibition in a human VLA-4 binding assay; AID 2557; VLA-4 expressing cells, ligand binding flow cytometry; hit rate 0.2% among 330,000; inhibition, % (about 7 µM as worked out from the volumes in the protocol); P13612; in the data active = inhibition above about 50%
Target sequence (P13612 whole entry, looked up): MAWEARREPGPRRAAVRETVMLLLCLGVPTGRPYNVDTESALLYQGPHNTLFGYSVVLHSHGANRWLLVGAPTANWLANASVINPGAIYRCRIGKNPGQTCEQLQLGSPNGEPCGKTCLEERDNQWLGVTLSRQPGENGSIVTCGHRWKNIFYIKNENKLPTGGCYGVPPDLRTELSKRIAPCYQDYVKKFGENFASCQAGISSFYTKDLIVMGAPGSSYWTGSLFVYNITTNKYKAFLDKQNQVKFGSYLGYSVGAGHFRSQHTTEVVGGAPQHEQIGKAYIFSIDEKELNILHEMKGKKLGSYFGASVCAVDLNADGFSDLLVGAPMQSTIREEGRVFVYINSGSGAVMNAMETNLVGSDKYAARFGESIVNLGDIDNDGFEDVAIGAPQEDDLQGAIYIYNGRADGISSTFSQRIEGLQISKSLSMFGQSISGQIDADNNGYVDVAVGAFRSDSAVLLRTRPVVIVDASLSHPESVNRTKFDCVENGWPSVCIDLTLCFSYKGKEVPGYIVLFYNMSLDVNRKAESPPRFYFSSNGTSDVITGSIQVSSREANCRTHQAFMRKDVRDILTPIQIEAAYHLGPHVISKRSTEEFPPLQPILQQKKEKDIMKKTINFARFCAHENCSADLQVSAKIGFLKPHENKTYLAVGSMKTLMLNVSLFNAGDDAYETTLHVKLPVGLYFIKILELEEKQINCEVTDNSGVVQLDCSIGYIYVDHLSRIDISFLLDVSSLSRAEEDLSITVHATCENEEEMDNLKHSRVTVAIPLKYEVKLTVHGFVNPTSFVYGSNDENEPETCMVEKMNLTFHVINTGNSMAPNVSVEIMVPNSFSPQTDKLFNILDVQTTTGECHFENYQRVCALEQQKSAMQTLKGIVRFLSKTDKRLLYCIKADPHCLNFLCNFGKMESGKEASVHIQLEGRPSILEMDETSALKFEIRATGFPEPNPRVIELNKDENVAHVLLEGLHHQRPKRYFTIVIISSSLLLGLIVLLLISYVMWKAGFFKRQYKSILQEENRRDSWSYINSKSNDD
Starred values were filed as active, the others as inactive; ? = inconclusive; . = no result given; & = joins results of further samples. These rows are one share of the data. The share of hits here may be higher or lower than overall.

SMILES	AGP1 TOR yeast	MEP2-GFP yeast	GRK2 inh	LAP4-GFP MLPCN	CR mimetic SO	CIT2-GFP yeast	RPL19A-GFP yeast	VLA-4 inh
CC/C(=N\NC(=O)Nc1ccccc1)c1c(O)n(Cc2ccccc2)c(=O)[nH]c1=O	118	103	1	121	102	110	113	10
Cc1cc(N2CCN(C)CC2)nc2ccccc12	114	103	4	121	104	109	100	1
Clc1cccc(N2CCNCC2)n1	105	100	1	103	111	106	99	1
C=CCn1c(O)c(C(CC)=NCCCO)c(=O)[nH]c1=O	96	93	0	91	103	103	94	-23
CC(=O)N1CCN(CC(=O)Nc2ccc(C#N)c(Cl)c2)CC1	98	94	0	98	88	102	95	10
CCOP(=O)(C#CC(C)(C)C)C(O)(c1ccccc1)C(F)(F)F (stereo not given)	98	92	0	92	93	94	94	0
Fc1ccc(C(OCCN2CCCC2)c2ccc(Br)cc2)cc1 (stereo not given)	97	83	0	85	100	91	106	0
CC1CCN(CC(=O)c2cccc(C(F)(F)F)c2)CC1	98	106	2	117	74	87	107	-12
Cc1ccc(C2C(S(C)(=O)=O)=C(O)C(=O)N2c2ccccc2)cc1 (stereo not given) (tested in a mixture with another compound)	104	92	3	95	102	105	.	4
CN1CCN(C(=O)Cc2ccccc2)CC1	96	94	0	106	102	90	89	9
CC(=O)Nc1ccccc1C(=O)OCC(=O)c1cccc2ccccc12	96	106	0	106	97	85	98	5
C=C[C@@]12CN(C)[C@H]3[C@H]1[C@@]1(C(=O)Nc4ccccc41)C1CC2[C@@H]3CO1	103	106	1	104	101	96	102	22
COC(=O)[C@@H]1[C@@H](C(=O)OC)C2(c3ccccc3-c3ccccc32)N(c2ccc(Cl)cc2)N1C#N	97	101	0	94	94	97	97	58*
N=c1c2c(n(Cc3ccc(Cl)cc3Cl)c3c1CCC3)CCCC2	95	98	0	97	80	94	98	17
O=C(c1ccc(Cl)cc1)C12CN3CN(CN(C3)C1)C2	100	110	0	100	90	101	100	1
CN(C)c1ccc(CN2CC=C(c3ccc(F)cc3)CC2)cc1	98	91	0	89	90	97	95	14
c1ccc([C@@H]2CO2)cc1	95	100	0	108	101	110	101	0
C/C=C(\C)C(=O)N[C@@H](c1ccccc1)[C@@H](O)C(=O)O[C@H]1C[C@@]2(O)[C@@H](OC(=O)c3ccccc3)C3[C@](C)(C(=O)[C@H](OC(C)=O)C(=C1C)C2(C)C)[C@@H](O)C[C@H]1OC[C@@]31OC(C)=O (stereo not given in full)	103	102	3	110	107	98	101	-4
Cc1cccc(C2=NCC(=O)N(CC(=O)NCc3ccco3)c3sc4c(c32)CCCC4)c1	106	106	2	103	94	107	104	3
Cc1ccc(C2=NCC(=O)Nc3ccc(Br)cc32)cc1	100	104	2	96	110	107	102	13
O=[N+]([O-])c1ccc(O)c([N+](=O)[O-])c1	82	110	0	110	101	84	107	0
COP(=O)(/C=C(\Cl)c1ccccc1)/C=C(\Cl)c1ccccc1	93	98	0	92	94	89	89	-8
C=CCN1C(=O)NC(=O)/C(=C/c2ccc(N(C)C)c(Br)c2)C1=O	92	93	2	96	92	91	95	-11
COC(=O)C1=C(c2cccc(C#N)c2)C[C@@H]2CC[C@H]1N2C(=O)NCC1CC1	102	99	0	106	117	93	102	0
O=C(Nc1ccc(C(F)(F)F)cc1)OC1CN2CCC1CC2 (stereo not given)	92	91	0	99	108	93	89	3
COc1ccc(CN2CCNCC2)c(OC)c1OC	80&91	97&97	0&0	103&106	112&98	75&104	99&98	12&-11
CN1CCC(O)(c2cccs2)C(C(=O)c2cccs2)C1 (stereo not given)	116	104	26	97	94	120	106	4
O=C(CCn1nc(-c2ccc(Cl)cc2)ccc1=O)N1CCC2(CC1)OCCO2	99	97	0	98	80	99	96	-7
COc1cc(OC)c([C@H]2C=C(C)[C@H]3C[C@@H]2C3(C)C)c(OC)c1	.	105	0	.	100	.	112	-2
CC(NCc1ccc(Cl)cc1Cl)C(O)c1ccccc1 (stereo not given)	99	97	0	96	87	103	96	-2
O=c1c2ccccc2nc(CN2CCCCCC2)n1-c1ccc(F)cc1	101	98	0	105	90	101	104	4
CN(C)C(=O)Oc1cccc(NC(=O)c2ccccc2C(F)(F)F)c1	109	105	3	108	88	109	103	-10
COC(=O)C1=C(c2ccc(F)cc2OCc2ccccc2)C[C@@H]2CC[C@H]1N2C(=O)NCCOc1ccc(OC)cc1	109	101	1	114	101	117	105	-10
CC(C)c1ccc(N2C(=O)CC(=O)NC2=O)cc1	94	94	0	99	100	96	96	0
O=c1[nH]c(=O)n(Cc2ccc(F)cc2)c(O)c1C=NCCCO	95	94	0	89	98	99	96	2
CCCCC(CC)COCCCN=Cc1c(O)[nH]c(=S)[nH]c1=O (stereo not given)	109	105	2	116	99	105	100	0
COc1ccc(/C=C2/C(=O)NC(=O)N(Cc3ccco3)C2=O)cc1	98	97	82*	90	77	97	99	5
CCCCn1c(O)c(C(CC)=Nc2ccc(OCC)cc2)c(=O)[nH]c1=O	88	91	1	99	108	90	99	15
CSc1ncc(Cl)c(C(=O)O)n1 (tested in a mixture with another compound)	107	102	3	100	103	105	100	2
O=C(Cc1ccccc1F)N1CCN(CC(=O)N2CCCC2)CC1	119	124	4	133	79	114	110	0
CCCC1(CCC)C(=O)NC(=NCc2ccccc2)NC1=O	103	98	3	106	109	96	102	15
CN(C)C(=O)Oc1ccc(OCc2n(C)c3ccccc3[n+]2C)cc1	112	110	2	98	100	105	110	2
C[n+]1c2ccccc2nc2ccc(NCCO)cc21	90	108	0	96	103	87	110	-32
COC(=O)C1=C(c2ccc3ccccc3c2)C[C@@H]2CC[C@H]1N2C(=O)NCCCOC(C)C	100	96	1	101	90	97	96	-6
Cc1ccc(-c2cc(-c3ccc(C)cc3)[n+](-c3ccc(C(=O)O)cc3)c(-c3ccc(C)cc3)c2)cc1	78	91	0	110	111	70	94	18
CCOC(=O)[C@@]1(C#N)C(c2ccc(Cl)c(Cl)c2)[C@H](C(N)=O)N2C=C(C(C)=O)C=C[C@H]21 (stereo not given in full)	105	95	0	94	95	99	97	-7
CCc1ccc(N2C(=O)NC(=O)/C(=C\c3cc(C)n(-c4cc(C(=O)O)cc(C(=O)O)c4)c3C)C2=O)cc1	98	98	58*	98	158	100	100	9
CC(=O)N1CC(=O)Nc2ccc(Cl)cc2C1c1ccccc1 (stereo not given)	88	106	4	90	75	102	100	0
Cc1cc(OCC(=O)N2CCC(C(=O)O)(c3ccccc3)CC2)c2c(C)cc(=O)oc2c1	103	101	0	99	93	102	94	-14
CCC(=O)N1N=C(c2c(O)n(CCc3ccccc3)c(=O)[nH]c2=O)CC1c1ccc(OC)c(OC)c1 (stereo not given)	103	91	0	95	109	91	94	30
Cc1cc(/C=C2\C(=O)NC(=O)N(c3cccc(Br)c3)C2=O)c(C)n1C	98	94	0	96	95	96	96	-4
CN(C(=O)Oc1ccc(C(C)(C)C)cc1)c1ccccc1	85	92	0	87	92	.	88	7
O=C(c1cc(-c2cccnc2)nc2ccc(Cl)cc12)N1CCC2(CC1)OCCO2	105	100	2	102	106	100	105	21
O=C1NC(=S)NC(=O)C1C1CCCCC1	107	103	0	102	99	94	97	2
OCCOc1ccccc1	98	112	1	108	96	95	97	-7
O=c1[nH]c(=S)[nH]c(O)c1N=Nc1cc(S(=O)(=O)Nc2ccc(Cl)cc2)ccc1Cl	104	109	3	107	123	104	111	4
C[C@]12CCC3C(CC[C@H]4C[C@@H](O)CC[C@]34C)C1C[C@H](Br)[C@@H]2O (stereo not given in full)	91	87	0	107	73	92	95	-10
Cc1ccc2nc(-c3ccncc3)cc(C(=O)N3CCC4(CC3)OCCO4)c2c1	.	94	0	99	97	97	98	-19
O=P1(N(CCCl)CCCl)NCCCO1 (stereo not given)	103	99	1	112	97	106	112	13
CCCCn1c(O)c(C(CC)=NCc2ccco2)c(=O)[nH]c1=O	96	?	0	97	103	91	99	-2
Other entries
SMILES	AGP1 TOR yeast	MEP2-GFP yeast	GRK2 inh	LAP4-GFP MLPCN	CR mimetic SO	CIT2-GFP yeast	RPL19A-GFP yeast	VLA-4 inh
Cn1c(O)c(/C=N/NC(=O)c2ccncc2)c(=O)n(C)c1=S	100	94	1	94	98	96	96	23
CCOC(=O)C1(CCc2ccccc2)CCN(C2CCSCC2)CC1	94	89	0	90	92	92	95	12
Clc1ccc(CCC(Cn2ccnc2)Sc2c(Cl)cccc2Cl)cc1 (stereo not given)	83	97	3	118	119	81	101	48
O=C(COC(=O)Cc1ccccc1)NCCNC(=O)COC(=O)Cc1ccccc1	94	86	0	75	100	85	84	-6
CC12CN3CN(C1)CC(c1ccccc1)(C3)C2=O	103	110	2	107	103	113	102	1
CN1CCC(OC(=O)Cc2ccccc2)CC1	103	109	0	101	98	105	107	4
COc1ccc(CCNCc2ccc(Br)cc2)cc1OC	103	106	0	105	90	101	107	6
COc1ccc(-n2c(O)c(/C(C)=N/Nc3ccccc3)c(=O)[nH]c2=O)cc1	106	89	0	108	112	105	91	-5
CCOCCCN=Cc1c(O)n(Cc2ccccc2)c(=O)[nH]c1=O	84	88	4	81	103	79	96	-5
Brc1cccc(CNCCc2ccc3c(c2)OCO3)c1	94	105	0	90	100	95	104	16
COC(=O)c1c2[n+](cc3cc(OC)c(OC)cc13)CCc1cc(OC)c(OC)cc1-2	.	100	4	.	96	.	100	-4
O=C(c1ccccc1F)c1cn(CC(=O)N2CCCCC2)c2ccccc12	103	98	1	105	109	101	106	0
C=CC[N+]1(C)CC[C@]23c4c5ccc(O)c4O[C@H]2C(=O)CC[C@@]3(O)[C@H]1C5 (stereo not given in full)	94	97	3	109	99	89	102	-14
CC1N(O)C2CCCCCC2N1O (stereo not given)	95	95	1	93	88	98	95	4
COC(=O)C1=C(c2ccc(F)cc2OCc2ccccc2)C[C@@H]2CC[C@H]1N2C(=O)NCc1ccc(C)cc1	101	93	3	103	97	95	93	7

In the list so far, these have a tert-butyl group.
SMILES	AGP1 TOR yeast	MEP2-GFP yeast	GRK2 inh	LAP4-GFP MLPCN	CR mimetic SO	CIT2-GFP yeast	RPL19A-GFP yeast	VLA-4 inh
CCOP(=O)(C#CC(C)(C)C)C(O)(c1ccccc1)C(F)(F)F (stereo not given)	98	92	0	92	93	94	94	0
CN(C(=O)Oc1ccc(C(C)(C)C)cc1)c1ccccc1	85	92	0	87	92	.	88	7

Next part:
SMILES	AGP1 TOR yeast	MEP2-GFP yeast	GRK2 inh	LAP4-GFP MLPCN	CR mimetic SO	CIT2-GFP yeast	RPL19A-GFP yeast	VLA-4 inh
OCCN1C2CCC1CC(O)(c1ccc(F)cc1)C2 (stereo not given)	100	95	0	92	89	99	94	6
Clc1cc(Cl)c(-c2cc(Cl)c(Cl)cc2Cl)cc1Cl	101	98	0	96	101	93	101	3
CC(C)(C)c1cc([N+](=O)[O-])cc(C(C)(C)C)c1O	98	110	0	93	103	108	105	31
O=C(NC1CC1)C1CSC(c2cccnc2)=N1 (stereo not given)	.	93	2	90	126	91	92	6
c1ccc2oc(N3CCNCC3)nc2c1	.	95	5	91	93	87	89	-5
O=C(Nc1ccc(F)cc1F)c1cccn(Cc2ccccc2)c1=O	98	104	2	106	105	96	96	5
CCCCn1c(O)c(C(C)=NCCCn2ccnc2)c(=O)[nH]c1=O	107	106	0	100	96	.	105	-5
CCOc1cccc(C2NCc3ccccc3-n3cccc32)c1O (stereo not given)	94	89	0	94	96	98	93	0
C=CCN1C(=O)C2(C(C(=O)OCC)=C(N)Oc3ccccc32)c2c1c1ccccc1oc2=O (stereo not given)	104	101	1	100	101	.	105	-3
CC(=O)C1(c2ccccc2)CCNCC1	94	96	0	89	84	105	94	16

Screening results deposited in PubChem BioAssay by NMMLSC.
